TROY signal inh: TROY signaling inhibition; Q293 LMP1-TROYcd NF-kB luciferase reporter, 4 h; inhibition, % at 10 µM; actives 0.98% (n = 360,000); AID 1347056;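 active = compounds whose plate-normalised and pattern-corrected inhibition of the luciferase reporter signal at the single screening dose is 50% or more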
NCOA1 inh: human NCOA1 inhibition; inhibition, % at 3.6 µM; AID 588354; HEK293 GAL4-SRC1 luciferase reporter, luminescence; Q15788; actives 0.12% (n = 360,000);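 active = inhibition above the campaign mean plus 3 SD, with each screening campaign given its own cutoff, cut at about 60% in these data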;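 note: 0% = DMSO treated cells and 100% = gossypol at 36 µM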
NR5A2 inv ag: NR5A2 inverse agonism in reporter assay; O00482; HEK293T StAR-luciferase reporter, LRH-1 transfected, 24 h; inhibition, % at 3.6 µM; actives 0.13% (n = 360,000); AID 602396;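 active = inhibition above the mean inhibition of all tested compounds plus 3 SD, cut at about 73% in these data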;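 note: 0% = DMSO wells and 100% = reporter-only cells lacking LRH-1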
Target sequence (O00482 whole entry, looked up): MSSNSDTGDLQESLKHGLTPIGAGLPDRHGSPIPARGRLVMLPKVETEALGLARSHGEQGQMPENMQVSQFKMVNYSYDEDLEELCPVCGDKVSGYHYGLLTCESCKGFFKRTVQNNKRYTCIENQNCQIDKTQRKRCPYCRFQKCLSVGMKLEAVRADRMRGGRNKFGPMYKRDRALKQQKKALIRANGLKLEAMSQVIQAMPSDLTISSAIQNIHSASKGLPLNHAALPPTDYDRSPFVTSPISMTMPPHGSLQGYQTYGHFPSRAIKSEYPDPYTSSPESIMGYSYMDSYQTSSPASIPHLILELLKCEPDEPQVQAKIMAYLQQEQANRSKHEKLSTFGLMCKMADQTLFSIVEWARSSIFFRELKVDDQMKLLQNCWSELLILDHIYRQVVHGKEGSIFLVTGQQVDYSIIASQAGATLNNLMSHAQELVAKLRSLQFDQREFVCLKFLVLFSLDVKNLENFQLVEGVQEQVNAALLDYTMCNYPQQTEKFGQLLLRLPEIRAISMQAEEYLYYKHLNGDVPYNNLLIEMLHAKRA
NR2F2 inh: inhibitors of human COUP-TFII (NR2F2) | HEK293T NGFI-A luciferase reporter, luminescence | inhibition, % at 8.6 µM | actives 0.7% (n = 370,000);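 active = inhibition above a per-plate cutoff, mean inhibition of test wells between control levels plus 3 SD, cut at about 38% in these data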;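 note: cells cotransfected with COUP-TFII expression vector driving the NGFI-A reporter; 0% = median of COUP-TF2 test wells and 100% = reporter-only cells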
NOD2 RIPK2 PPI: inhibitors of human NOD2-RIPK2 interaction; CHO BLA complementation NOD2-RIPK2, CCF4 ratio; inhibition, % at 4.98 µM; O43353; actives 0.38% (n = 360,000); in the data active = inhibition above about 21%;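 note: 0% = vehicle only and 100% = reference blocker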
Target sequence (O43353 whole entry, looked up): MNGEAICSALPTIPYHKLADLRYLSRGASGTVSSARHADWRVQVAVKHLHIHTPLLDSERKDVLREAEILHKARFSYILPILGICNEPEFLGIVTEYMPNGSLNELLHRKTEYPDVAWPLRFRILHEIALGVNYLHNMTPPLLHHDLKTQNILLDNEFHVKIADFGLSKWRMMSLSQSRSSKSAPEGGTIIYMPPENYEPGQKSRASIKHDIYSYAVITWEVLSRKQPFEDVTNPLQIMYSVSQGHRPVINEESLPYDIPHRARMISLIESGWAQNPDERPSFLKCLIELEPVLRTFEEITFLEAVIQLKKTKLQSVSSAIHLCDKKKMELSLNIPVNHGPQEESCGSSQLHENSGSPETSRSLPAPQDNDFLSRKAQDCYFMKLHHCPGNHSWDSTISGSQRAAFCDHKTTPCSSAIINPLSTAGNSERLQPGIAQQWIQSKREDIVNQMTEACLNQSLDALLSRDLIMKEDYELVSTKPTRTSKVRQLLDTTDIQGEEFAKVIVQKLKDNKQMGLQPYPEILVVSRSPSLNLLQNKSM
LMP1 NFkB inh: reduces LMP1-driven NF-kappaB luciferase signal; actives 0.69% (n = 350,000); LMP1-induced NF-kappaB luciferase reporter cells, luminescence; inhibition, % at 12.5 µM; in the data active = inhibition above about 41%;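 note: 0% = neutral control wells and 100% = reference inhibitor control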
NCOA3 inh: inhibits human SRC3 coactivator | HEK293 GAL4-SRC3 luciferase reporter, luminescence | inhibition, % at 3.6 µM | actives 0.17% (n = 360,000) | Q9Y6Q9 | AID 588352;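 active = inhibition above a per-campaign cutoff, the mean of all compounds plus 3 SD, cut at about 60% in these data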;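 note: 0% = DMSO-treated cells and 100% = gossypol-treated cells at 36 µM; higher means less SRC3-driven luciferase light from the GAL4 reporter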
TLR9-MyD88 inh: TLR9-MyD88 interaction inhibition; inhibition, % at 4.98 µM; AID 504734; Q9NR96+Q99836; CHO BLA complementation TLR9-MyD88, CCF4 FRET ratio; actives 0.21% (n = 340,000);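 active = inhibition above the mean over all tested compounds plus 3 SD, cut at about 21% in these data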;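 note: 0% = DMSO only wells and 100% = clavulanate BLA inhibitor control wells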
TRAIL sens C8: sensitizes caspase-8 expressing cells to TRAIL | NB7+C8 cells + TRAIL, ATPlite viability luminescence | inhibition (viability loss, TRAIL sensitization), % at 10 µM | actives 1% (n = 360,000) | AID 624354;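 active = compounds causing at least 50% loss of cell viability in the single-dose screen, relative to plate controls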
TWEAK Fn14 block: TWEAK-Fn14 signaling inhibition; TWEAK-stimulated Fn14 reporter cells, luciferase luminescence, 8 h; inhibition, % at 10 µM; actives 2% (n = 360,000); AID 1159606; in the data active = inhibition above about 50%
NCOA2 inhibitor: human SRC2 (NCOA2) inhibition. Q15596. HEK293 GAL4-SRC2 luciferase reporter, luminescence. inhibition, % at 9 µM. actives 0.17% (n = 370,000). AID 651957;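 active = inhibition above the mean inhibition of all tested compounds plus 3 SD, set per campaign, cut at about 52% in these data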;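 note: 0% = DMSO treated cells and 100% = cells given Gossypol at 36 µM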
An asterisk follows results filed as active; . = not tested or not shown; & = joins results of further samples. An excerpt (hit frequency here may not be typical).

The opening 14 compounds (preview)
SMILES	TROY signal inh	NCOA1 inh	NR5A2 inv ag	NR2F2 inh	NOD2 RIPK2 PPI	LMP1 NFkB inh	NCOA3 inh	TLR9-MyD88 inh	TRAIL sens C8	TWEAK Fn14 block	NCOA2 inhibitor
COc1cccc(C(C(=O)NC2CCCC2)N2CCN(c3cc(C)nc4ccccc34)CC2)c1OC (stereo unspecified)	.	.	5	8	11	.	.	.	6	.	-13
CCOC(=O)N1CCN(c2nnc(-c3ccc(C)cc3)c3ccccc23)CC1	10	-10	-6	2	9	8	9	0	3	-2	-12
Cc1ccc(NC(=S)Nc2cccc3ccccc23)cc1	66*	-83	-80	-17	-6	-30	-34	-10	13	40	-11
COc1ccc(CCN=C(N)NS(=O)(=O)c2ccc(OC)c(OC)c2)cc1OC	-8	-7	-1	-25	-8	5	6	1	0	9	-8
COc1ccc2[nH]c3c(=O)n(CCCCC(=O)NCCN4CCCC4)c(=S)[nH]c3c2c1	10	2	-7	-1	-48	-6	11	9	-15	-2	1
CC1(C)CN(c2ccc(Br)cc2Br)C1=O	1	-26	0	13	-7	0	2	6	-7	0	-1
O=C(c1ccc(-c2cccc(C(F)(F)F)c2)o1)N1CCN(c2ccccc2)CC1	-2	-5	24	2	-2	-1	18	4	-9	-10	-37
O=C(COC(=O)C1CCC1)c1c[nH]c2ccccc12	-47	-20	18	6	1	-1	12	8	-11	-4	2
CC1(C(=O)Nc2cccc(-n3cnnn3)c2)Cc2ccccc2C(=O)O1 (stereo unspecified)	-9	-16	-18	-2	3	-4	4	-6	4	-17	-1
CCNC(=S)/N=C(\N)Nc1nc(C)c2cc(C)ccc2n1	-47	-73	-88	-34	-3	-38	-70	0	1	-23	-39
COc1cccc(N=C2SC(C(=O)Nc3ccc(F)cc3)CC(=O)N2C)c1 (stereo unspecified)	-14	14	20	11	3	7	17	3	5	-26	10
Cc1c(C(=O)NC(Cc2ccccc2)c2nc3ccccc3[nH]2)cccc1[N+](=O)[O-] (stereo unspecified)	-9	-2	2	6	-9	-5	3	2	-1	-23	-16
Cc1onc(-c2ccccc2)c1NC(=O)N(CCC#N)Cc1cccs1	1	5	-9	-15	-2	0	18	9	3	16	10
CCc1c(C(=O)N/N=C/c2ccc(C)o2)csc1C	-41	5	-18	-8	16	24	4	-5	-5	-8	-17

The list itself, repeating the preview:
SMILES	TROY signal inh	NCOA1 inh	NR5A2 inv ag	NR2F2 inh	NOD2 RIPK2 PPI	LMP1 NFkB inh	NCOA3 inh	TLR9-MyD88 inh	TRAIL sens C8	TWEAK Fn14 block	NCOA2 inhibitor
COc1cccc(C(C(=O)NC2CCCC2)N2CCN(c3cc(C)nc4ccccc34)CC2)c1OC (stereo unspecified)	.	.	5	8	11	.	.	.	6	.	-13
CCOC(=O)N1CCN(c2nnc(-c3ccc(C)cc3)c3ccccc23)CC1	10	-10	-6	2	9	8	9	0	3	-2	-12
Cc1ccc(NC(=S)Nc2cccc3ccccc23)cc1	66*	-83	-80	-17	-6	-30	-34	-10	13	40	-11
COc1ccc(CCN=C(N)NS(=O)(=O)c2ccc(OC)c(OC)c2)cc1OC	-8	-7	-1	-25	-8	5	6	1	0	9	-8
COc1ccc2[nH]c3c(=O)n(CCCCC(=O)NCCN4CCCC4)c(=S)[nH]c3c2c1	10	2	-7	-1	-48	-6	11	9	-15	-2	1
CC1(C)CN(c2ccc(Br)cc2Br)C1=O	1	-26	0	13	-7	0	2	6	-7	0	-1
O=C(c1ccc(-c2cccc(C(F)(F)F)c2)o1)N1CCN(c2ccccc2)CC1	-2	-5	24	2	-2	-1	18	4	-9	-10	-37
O=C(COC(=O)C1CCC1)c1c[nH]c2ccccc12	-47	-20	18	6	1	-1	12	8	-11	-4	2
CC1(C(=O)Nc2cccc(-n3cnnn3)c2)Cc2ccccc2C(=O)O1 (stereo unspecified)	-9	-16	-18	-2	3	-4	4	-6	4	-17	-1
CCNC(=S)/N=C(\N)Nc1nc(C)c2cc(C)ccc2n1	-47	-73	-88	-34	-3	-38	-70	0	1	-23	-39
COc1cccc(N=C2SC(C(=O)Nc3ccc(F)cc3)CC(=O)N2C)c1 (stereo unspecified)	-14	14	20	11	3	7	17	3	5	-26	10
Cc1c(C(=O)NC(Cc2ccccc2)c2nc3ccccc3[nH]2)cccc1[N+](=O)[O-] (stereo unspecified)	-9	-2	2	6	-9	-5	3	2	-1	-23	-16
Cc1onc(-c2ccccc2)c1NC(=O)N(CCC#N)Cc1cccs1	1	5	-9	-15	-2	0	18	9	3	16	10
CCc1c(C(=O)N/N=C/c2ccc(C)o2)csc1C	-41	5	-18	-8	16	24	4	-5	-5	-8	-17
Cc1cc(Oc2ccc(-c3nnc(-c4ccccc4)o3)cc2[N+](=O)[O-])ccc1Cl	-43	-32	2	12	-3	-3	11	0	24	-69	-4
O=C(COc1cccc2c1CCN(Cc1ccc(Br)cc1)C2=O)NCc1ccco1	31	-16	13	11	4	-1	8	15	38	13	27
O=C(NNC(=O)C12CC3CC(CC(C3)C1)C2)c1ccccc1[N+](=O)[O-]	-14	5	5	7	-4	-1	2	4	-14	-22	-3
CC(=O)OC(C(=O)N1CCOCC1)c1c(F)cccc1F (stereo unspecified)	4	6	-6	2	-8	3	4	1	-16	43	-18
COc1ccc(OC)c(NS(=O)(=O)c2ccc3c(c2)C(C)(C)C(=O)N3C)c1	22	-4	-44	.	-16	-12	10	0	2	8	.
CC1CCCN(C(=O)C2CCN(S(=O)(=O)c3cccs3)CC2)C1 (stereo unspecified)	-10	-12	18	-4	-9	6	3	13	11	6	-2
COc1ccc(-c2sc3ccccc3c2-c2ccc(OCCN3CCCCC3)cc2)cc1	-9	8	-35	8	-8	-11	-13	-2	11	-8	7
O=C(NCCN1CCOCC1)c1cc(Cl)ccc1Cl	6	1	-6	6	9	-8	-23	-3	5	2	-17
CCOc1cc(-c2noc(CCC(=O)NCC3CCCO3)n2)ccc1OC (stereo unspecified)	2	10	11	-8	-3	-3	-15	-13	-18	2	-20
COc1ccc(NC(=O)c2ccc(S(=O)(=O)N3CCOCC3)o2)cc1	13	9	17	7	2	-2	20	-8	0	0	-30
Cc1ccc(NCc2nnc(SCC(=O)c3ccccc3)o2)c(C)c1	23	-10	-17	5	6	-13	-14	-3	20	46	-8

Continued.
SMILES	TROY signal inh	NCOA1 inh	NR5A2 inv ag	NR2F2 inh	NOD2 RIPK2 PPI	LMP1 NFkB inh	NCOA3 inh	TLR9-MyD88 inh	TRAIL sens C8	TWEAK Fn14 block	NCOA2 inhibitor
CN(C)CCNc1ncnc2c1cnn2-c1ccc(Cl)cc1	18	-71	-111	-59	-3	-14	-115	4	40	9	-16
Cc1ccc(OCc2cc(C(=O)NC3CCCCC3)no2)cn1	1	1	26	31	-3	15	12	-1	20	19	31
C=CCn1c(=O)c2ccccc2n2c(SCC(=O)/C(C#N)=C(\C)N)nnc12	-9&-2	-3&-6	14&-12	-10&7	-3&-4	2&-1	-12&9	-6&2	4&0	-24&20	-16&6
COCc1nc(-c2cc(OC)c(OC)c(OC)c2)no1	-16	-1	-10	-7	-5	-9	-11	-5	2	0	-17
N=c1n(CCc2ccccc2)c2ccccc2n1Cc1ccccc1F	19	-15	16	10	8	-3	21	3	12	8	3
CC1(C)CC(=O)c2cnc(NC(=O)CSC(=S)N3CCCCC3)nc2C1	-23	9	10	6	3	4	12	-5	-7	-1	-2
O=C(O)CC(NC(=O)c1cccc(F)c1)c1ccc(OC2CCCC2)cc1 (stereo unspecified)	3	10	-2	9	0	3	12	8	-25	12	14
O=C(C[n+]1ccccc1)N/N=C/c1ccccc1[N+](=O)[O-]	13	-6	-21	-22	3	1	9	17	-2	21	-13
Cc1ccccc1CSc1ncnc2ccccc12	-11	-15	15	7	7	1	24	-11	-22	8	9
CC(=O)NC(Cc1c[nH]c2ccccc12)C(=O)NCc1ccc2c(c1)OCO2 (stereo unspecified)	-14	-8	6	-26	3	-10	9	1	-6	15	3
O=C(CCC(=O)N1CCCC1)Nc1nnc(C(F)(F)F)s1	-4	0	11	-7	-3	15	19	9	-6	-1	-3
O=C(Nc1ccc(C(=O)N2CCCC2)cc1)C1CCC1	-16	3	-37	-22	-3	0	-1	-10	-9	12	-30
CC(=O)Nc1ccc(S(=O)(=O)NCCNc2ccccc2[N+](=O)[O-])cc1	-17	5	5	1	0	-51	4	1	28	-17	-9
CCOc1c(Cl)cc(/C=C/C(=O)N(CC)CC(=O)NCc2cccs2)cc1OC	-20	-5	-6	11	-1	11	-3	-1	3	4	17
Cc1ccccc1NC(=O)CSc1nc(N)c2c3c(sc2n1)CSC(C)(C)C3	39	-5	26	14	-2	15	16	0	13	43	15
CN(C)c1ccc(C(=O)n2nnc3ccccc32)cc1	7	-12	7	-14	-3	13	-18	6	26	94*	-12
Cn1ncc2c(NNC(=O)c3ccc(O)cc3)ncnc21	5	3	-1	-2	-2	3	10	0	0	10	6
Cc1cccc(N2C(=O)c3cccnc3C2=O)c1	-16	0	10	1	-10	-8	35	11	-9	12	-16
CCOC(=O)C1CCN(c2ncnc3c2c(-c2ccccc2)cn3-c2ccccc2)CC1	24	-4	-11	-11	-6	12	-1	4	12	34	-6
O=C(N/N=C/c1ccc(O)c2ncccc12)c1cccc(Br)c1	15	12	-3	9	11	-10	-4	5	55*	17	8
CCN(CC(=O)NCc1ccc(F)cc1)S(=O)(=O)c1ccc(C)cc1	-11	-2	8	-17	-9	0	-8	1	1	-17	-1
COc1ccc(CNC(=O)C(=O)NCCCn2ccnc2)cc1	7	-8	19	-4	-3	1	21	-5	-5	-1	-4
CCc1ccccc1N1CSC2=C(C#N)C(c3cc(OC)c(OC)cc3OC)CC(=O)N2C1 (stereo unspecified)	2	-12	7	-2	-2	5	5	-14	-2	15	-11
CCC(CC)Nc1ccc(C(CC(N)=O)NC(=O)c2ccccc2)cc1[N+](=O)[O-] (stereo unspecified)	-7	-18	6	-3	2	2	-4	0	-8	-20	17
CC(=O)c1c(OCC(=O)O)ccc2c(C)cc(=O)oc12	-9	10	19	4	-7	0	12	2	2	6	-5
COc1cccc(OC)c1C1=CC(=O)C[C@H](c2ccc3c(c2)OCO3)C1	-11	2	1	6	3	-5	-5	2	18	11	4
CN(C(=O)c1cccc(C#N)c1)c1nnc(-c2cnccn2)s1	-6	-8	8	13	-8	-4	12	0	-10	-18	-3

Ordered by molecular weight (highest first): 3 of the compounds above.
SMILES	TROY signal inh	NCOA1 inh	NR5A2 inv ag	NR2F2 inh	NOD2 RIPK2 PPI	LMP1 NFkB inh	NCOA3 inh	TLR9-MyD88 inh	TRAIL sens C8	TWEAK Fn14 block	NCOA2 inhibitor
CCOC(=O)C1CCN(c2ncnc3c2c(-c2ccccc2)cn3-c2ccccc2)CC1	24	-4	-11	-11	-6	12	-1	4	12	34	-6
CCN(CC(=O)NCc1ccc(F)cc1)S(=O)(=O)c1ccc(C)cc1	-11	-2	8	-17	-9	0	-8	1	1	-17	-1
CN(C)CCNc1ncnc2c1cnn2-c1ccc(Cl)cc1	18	-71	-111	-59	-3	-14	-115	4	40	9	-16

High-throughput results: PubChem BioAssay, several laboratories
